# Efflux pump mplx: blocks antifungal efflux pumps in multiplex yeast assay; 330,000 tested, 0.44% active; inhibition, % at 10 µM; S. cerevisiae Candida pump triplex, Nile Red efflux;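 active = plate passing quality check with inhibition over a set limit, or well fluorescence over plate mean plus 4 SD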;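 note: Nile Red retained in pooled yeast measured as flow cytometry median fluorescence; 0% = buffer negative control and 100% = Enniatin B positive control; higher means more Nile Red kept so more efflux inhibition; some compounds called inactive have numbers as strong as hits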
# PREPL inhibitor: human PREPL enzyme inhibition; recombinant PREPL, fluorescence polarization activity-based probe; Q4J6C6; 320,000 tested, 0.68% active; AID 2751; inhibition, % at 5.96 µM; in the data active = inhibition above about 43%;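 note: 0% = enzyme with DMSO and 100% = wells lacking enzyme; many of its hits are not listed in these tables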
# Target sequence (Q4J6C6 whole entry, looked up): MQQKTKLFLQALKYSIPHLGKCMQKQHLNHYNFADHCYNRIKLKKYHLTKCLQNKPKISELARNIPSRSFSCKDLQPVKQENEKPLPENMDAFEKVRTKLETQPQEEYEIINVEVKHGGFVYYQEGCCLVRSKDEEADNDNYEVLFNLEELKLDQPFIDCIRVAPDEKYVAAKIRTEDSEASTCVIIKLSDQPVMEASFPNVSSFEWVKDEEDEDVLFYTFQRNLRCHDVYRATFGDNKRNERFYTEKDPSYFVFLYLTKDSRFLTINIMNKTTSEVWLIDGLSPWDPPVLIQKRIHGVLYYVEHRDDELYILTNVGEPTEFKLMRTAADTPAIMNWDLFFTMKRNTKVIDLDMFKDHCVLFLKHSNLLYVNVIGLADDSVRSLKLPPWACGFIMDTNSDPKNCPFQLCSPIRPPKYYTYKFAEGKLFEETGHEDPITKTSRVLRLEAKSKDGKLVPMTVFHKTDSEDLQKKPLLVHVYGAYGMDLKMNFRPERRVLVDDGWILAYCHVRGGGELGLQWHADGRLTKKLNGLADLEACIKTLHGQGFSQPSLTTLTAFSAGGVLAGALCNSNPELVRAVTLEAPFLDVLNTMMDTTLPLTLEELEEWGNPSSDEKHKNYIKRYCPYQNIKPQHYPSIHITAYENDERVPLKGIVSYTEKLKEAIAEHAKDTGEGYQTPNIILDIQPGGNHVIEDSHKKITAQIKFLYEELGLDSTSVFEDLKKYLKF
# GASC-1 inh: inhibitors of human GASC-1 (JMJD2C) demethylase. Q9H3R0. GST-JMJD2C(1-420) H3K9me3 demethylation, DELFIA europium. inhibition, % at 2.35 µM. 330,000 tested, 0.069% active. AID 2099;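 active = more than half of a compound's replicate wells show inhibition beyond 50%, single wells judged on their own value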;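 note: signal counts dimethyl H3K9 product captured on neutravidin plate; 0% = median of DMSO wells and 100% = 0.3 times that DMSO median; strong numbers were not always called active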
# Target sequence (Q9H3R0 1-420 limits assumed): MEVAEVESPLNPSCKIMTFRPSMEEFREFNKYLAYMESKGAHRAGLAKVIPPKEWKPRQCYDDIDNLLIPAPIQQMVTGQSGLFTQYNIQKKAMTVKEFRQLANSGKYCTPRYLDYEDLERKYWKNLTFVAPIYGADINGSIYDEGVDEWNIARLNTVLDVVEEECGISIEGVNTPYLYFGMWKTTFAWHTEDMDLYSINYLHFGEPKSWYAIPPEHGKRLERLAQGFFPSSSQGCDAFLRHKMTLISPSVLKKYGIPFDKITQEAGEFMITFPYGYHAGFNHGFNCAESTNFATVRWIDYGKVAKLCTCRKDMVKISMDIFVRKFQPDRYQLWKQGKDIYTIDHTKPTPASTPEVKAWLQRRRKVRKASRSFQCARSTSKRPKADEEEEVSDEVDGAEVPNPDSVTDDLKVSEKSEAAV
# An asterisk follows results filed as active. These rows are one share of the data; count on the stated rates, not on these rows.
no.	mol	Efflux pump mplx	PREPL inhibitor	GASC-1 inh
1	O=C(NCc1ccccc1Cl)c1cccc2c1C(=O)c1ccc(-c3ccc(OC(F)(F)F)cc3)cc1S2(=O)=O	0.4	-8.6	-3.1
2	CC(=O)c1c(C)[nH]c(C(=O)NNC(=O)c2ccc(C)cc2)c1C	0.2	4.2	8.7
3	COC(=O)c1ccc(CNC(=O)COC(=O)/C=C/c2ccc(O)c(OC)c2)cc1	-0.1	14.7	1.5
4	COc1ccc(C(=O)C(C)OC(=O)CN2C(=O)c3ccccc3C2=O)cc1 (stereo not given)	0.0	13.4	-8.5
5	C=CC[C@@H](Cc1ccc(F)cc1)C(=O)OC[C@@H]1CCCN1C(=O)[C@H](CC=C)CC(=O)N[C@H](CO)Cc1ccccc1	0.0	28.4	3.1
6	O=C(CN1C(=O)NC2(CCOc3ccccc32)C1=O)Nc1cccc([N+](=O)[O-])c1 (stereo not given)	0.0	21.4	-15.6
7	O=C(c1ccc(F)cc1)N1CCC(C(=O)N2CCN(c3ncccn3)CC2)CC1	-0.2	9.7	-4.7
8	CCOC(=O)C1=C(C)NC(C)=C(C(=O)OCC)C1C(=O)OCC(=O)NCc1ccc(F)cc1	-0.5	3.6	-5.5
9	CCN(CCS(=O)(=O)c1ccc(Br)cc1)Cc1nc2ccccc2c(=O)[nH]1	0.5	-0.4	19.3
10	COc1ccc(CC(=O)NNC(=O)c2ccc(Br)s2)cc1OC	0.3	4.8	3.0
11	CC(C)(C)c1ccc(C(=O)NNC(=O)CNC(=O)c2cccs2)cc1	0.1	6.8	-1.2
12	CCOC(=O)C1CCN(C(=O)COC(=O)/C=C/c2cccc(OC)c2OC)CC1	0.0	13.4	2.7
13	O=C(CSc1cc(Cl)ccc1Cl)NCCN1C(=O)CSC1=O	0.1	11.0	-0.5
14	CCN(C(=O)C(C)Sc1nnc(-c2ccncc2)n1C)C1CCCCC1 (stereo not given)	0.0	11.4	1.8
15	COc1cc(/C=C/C(=O)N(C)CC(=O)Nc2ccccc2SC)cc(OC)c1OC	0.0	11.6	-2.7
16	COc1ccc(CCNC(=O)CN2C(=O)NC3(CCCCC3C)C2=O)cc1 (stereo not given)	-0.1	0.6	-3.3
17	CC(=O)c1cccc(NC(=O)CNC(=O)Cc2cccc3ccccc23)c1	-0.1	5.8	0.9
18	CN(Cc1ccccc1)C(=O)COC(=O)COc1ccc(Cl)cc1	-0.2	1.8	-0.1
19	CCC(NC(=O)c1ccccc1NC(=O)C(C)(C)C)C(=O)N1CC(C)OC(C)C1 (stereo not given)	-0.1	15.2	9.6
20	COc1cc(OC)cc(C(=O)NNC(=O)CCNS(=O)(=O)c2ccc(Br)cc2)c1	-0.1	3.4	-9.2
21	CC(C)(C)[C@@H]1COC(=O)[C@H](Cc2ccc(F)cc2)C/C=C\C[C@H](CC(=O)N(CCO)Cc2ccccc2)C(=O)N1	0.5	37.2	-2.1
22	CC1(c2cccc(Br)c2)NC(=O)N(CC(=O)c2ccc3c(c2)OCCO3)C1=O (stereo not given)	-0.4	-23.5	-4.5
23	Cc1cc(NC(=O)CSc2nccn2-c2cccc(F)c2)no1	-0.1	1.8	6.1
24	COc1ccc(-c2sc3cc(OC)c(OC)cc3c2-c2ccc(O)cc2)cc1	0.1	16.6	-2.4
25	O=C(NNC(=S)NC(=O)c1ccc(F)cc1)c1ccncc1	0.0	7.2	-8.0
26	O=C1NC(Cc2ccc(O)cc2)c2nc3ccc(Cl)cc3c(=O)n2-c2ccc(Cl)cc21 (stereo not given)	-0.3	1.8	4.1
27	COc1ccc(NC(=O)CN(C)C(=O)C2(c3ccccc3)CCCC2)cc1	-0.1	8.8	0.2
28	C=CC[C@H](CC(=O)N(CCO)Cc1ccccc1)C(=O)N[C@@H](COC(=O)[C@@H](CC=C)Cc1ccc(F)cc1)Cc1c[nH]c2ccccc12	0.2	6.4	10.2
29	Cc1csc(=O)n1CCC(=O)OCc1nnc(-c2ccccc2Cl)o1	-0.1	15.9	15.7
30	O=C1N[C@H](Cc2ccccc2)COC(=O)[C@H](Cc2ccc(F)cc2)CC/C=C/C[C@H]1CC(=O)N(CCO)Cc1ccccc1	0.3	39.5	-1.5
31	COc1ccc(Br)cc1CN(C)CC(=O)Nc1cccc(S(=O)(=O)N2CCCC2)c1	-0.1	7.9	-9.4
32	CC(C)(C)OC(=O)NCc1ccc(CNC(=O)c2ncn(Cc3ccccc3)c2C(=O)NCc2ccc(CNC(=O)OC(C)(C)C)cc2)cc1	0.1	0.6	23.2
33	O=C(O)c1cc(S(=O)(=O)NCC2COc3ccccc3O2)ccc1Cl (stereo not given)	0.2	-3.3	-9.1
34	CCOc1ccc(NC(=O)c2ccc(NC(=O)c3ccc(NC(N)=O)cc3)cc2)cc1	0.1	7.0	9.2
35	COC(=O)c1c(-c2ccc(OC)cc2)sc2ccc(N3CCOCC3)cc12	-0.2	28.3	17.1
36	O=C(CNS(=O)(=O)c1ccc(Cl)cc1)N1CCN(c2ccc(F)cc2)CC1	0.2	-14.7	5.6
37	O=C(Nc1ccc(Br)cc1)c1cc(-c2ccncc2)nc2ccccc12	0.2	27.9	-186.6
38	CN(C)S(=O)(=O)c1ccc(C(=O)NC(=O)CSc2nncs2)cc1	-0.1	0.4	2.9
39	CS(=O)(=O)c1cccc(C(=O)OCC(=O)NC(=O)Nc2ccccc2F)c1	-0.2	-5.7	2.9
40	Cc1ccc2c(c1)[C@H]1[C@H](CO2)[C@H](c2ccccc2)[C@]2(C)C(=O)N(CC3CCCO3)CC(=O)N12 (stereo not given in full)	-0.1	13.6	-8.5
41	O=C(COC(=O)CNC(=O)c1ccccc1Cl)NC1CCCC1	-0.1	11.3	2.8
42	Cc1ccc(S(=O)(=O)N(C)C[C@H]2Oc3ccc(NC(=O)C4CCCCC4)cc3C(=O)N([C@H](C)CO)C[C@H]2C)cc1	0.5	15.2	-1.4
43	C=CCn1c(SCC(=O)NCC2CCCO2)nc2sc(CC)cc2c1=O (stereo not given)	-0.1	16.6	5.5
44	Cc1cc(NC(=O)c2cc(-c3ccncc3)nc3ccccc23)ccc1Br	0.2	6.4	-6.4
45	CC(=O)c1ccccc1NC(=O)COC(=O)c1cc[n+]([O-])cc1	0.0	0.5	0.5
46	O=C(CSc1n[nH]c(-c2cccs2)n1)N1CCCC1	0.2	-3.6	-4.0
47	O=C(NCc1ccccn1)c1c(-c2ccccc2)sc2ccccc12	-0.2	-2.1	1.0
48	COc1cc2ccccc2cc1C(=O)NC1CCC(C)CC1 (stereo not given)	0.1	1.1	-5.6
49	COc1ccc(NC(=O)Nc2ccc3c(c2)C(=O)N([C@H](C)CO)C[C@H](C)[C@@H](CN(C)C(=O)Nc2ccc4c(c2)OCO4)O3)cc1	0.6	6.1	17.9
50	CC(=O)Nc1ccc(S(=O)(=O)N[C@@H](C)C(=O)NC2CCCc3ccccc32)cc1 (stereo not given in full)	-0.2	3.1	8.3

# An excerpt from above in order of the PREPL inhibitor value, falling.
No.	structure	Efflux pump mplx	PREPL inhibitor	GASC-1 inh
29	Cc1csc(=O)n1CCC(=O)OCc1nnc(-c2ccccc2Cl)o1	-0.1	15.9	15.7
41	O=C(COC(=O)CNC(=O)c1ccccc1Cl)NC1CCCC1	-0.1	11.3	2.8
26	O=C1NC(Cc2ccc(O)cc2)c2nc3ccc(Cl)cc3c(=O)n2-c2ccc(Cl)cc21 (stereo not given)	-0.3	1.8	4.1

# Additional compounds.
no.	mol	Efflux pump mplx	PREPL inhibitor	GASC-1 inh
51	CCOC(=O)c1c(C)[nH]c(C)c1C(=O)COC(=O)CSc1ccc(C)cc1	0.2	15.3	-1.9
52	COc1cc(OC)c(C(=O)NNC(=O)c2ccccc2-n2cccc2)cc1OC	0.3	15.7	0.8
53	Cc1ccc(S(=O)(=O)N2CCOCC2)cc1C(=O)N1CCN(c2ccc(C(F)(F)F)cn2)CC1	0.0	25.5	-3.5
54	C=CCNC(=O)c1cccc2c1C(=O)c1ccc(N3CCOCC3)cc1S2(=O)=O	-0.1	10.1	-56.9
55	CCC(C)c1ccccc1NC(=O)COC(=O)C1=NN(c2ccccc2)C(=O)CC1 (stereo not given)	0.4	14.1	19.5
56	CC(=O)Nc1ccc(NC(=O)c2cccc(S(=O)(=O)N3CCCCCC3)c2)cc1	-0.2	1.6	5.0
57	O=C(COC(=O)c1ccc(F)c(S(=O)(=O)N2CCOCC2)c1)NCc1ccc2c(c1)OCO2	0.6	15.6	11.6
58	O=C(COC(=O)c1cc(=O)c2ccccc2o1)Nc1ccccc1F	-0.1	22.2	1.4
59	C[C@]12c3[nH]c4ccccc4c3CCN1C(=O)C(CC(=O)NCC13CC4CC(CC(C4)C1)C3)C[C@@H]2C(=O)N1CCOCC1 (stereo not given in full)	0.4	19.9	5.3
60	O=C(Cn1cnc2c(OCc3ccccc3)ncnc21)NCCCn1ccnc1	-0.5	14.7	-1.2
61	O=C(CNC(=O)c1ccco1)NNC(=O)c1ccc(Br)cc1	-0.2	8.3	-7.1
62	COc1cc(OC)cc(-c2cc3cc4c(cc3cn2)OCO4)c1	-0.2	13.4	0.2
63	CCOC(=O)[C@@H]1[C@H]2COc3ccc(Br)cc3[C@@H]2N2C(=O)N(c3ccc(F)cc3)C(=O)[C@@]12C	-0.6	-9.0	4.3
64	COc1ccccc1NS(=O)(=O)c1cccc(NC(=O)c2cncc(Br)c2)c1	-0.2	3.3	-8.5
65	O=C(COC(=O)c1cc(Cl)ccc1O)Nc1cc(C(F)(F)F)ccc1N1CCOCC1	0.0	0.1	16.5
66	CCCCC[C@@H]1C=C(C(=O)O)[C@H](c2cccc(C)c2)N1S(=O)(=O)c1ccc(C)cc1	0.3	2.4	8.8
67	Nc1nc(SCC(=O)Nc2cc(Cl)c(Cl)cc2Cl)n[nH]1	0.1	2.9	6.6
68	O=C(CNC(=O)c1ccc(Br)cc1)Nc1ccc2c(c1)CCC2	0.0	1.7	-10.8
69	CC(C)(C)OC(=O)C[C@@H]1C/C=C\C[C@H](CC(=O)NCCO)C(=O)NC[C@@H](c2ccccc2)OC1=O	-0.2	2.3	-2.8
70	CCOc1ccc(S(=O)(=O)N2CCCCC2)cc1NC(=O)c1cccnc1OCC	-0.3	9.6	-6.0
71	O=C(/C=C/c1cccc(C(F)(F)F)c1)OCC(=O)N1CCN(c2ccccc2)CC1	0.2	6.4	-2.4
72	c1nc(NCc2ccc3c(c2)OCO3)c2cc(-c3ccoc3)ccc2n1	0.1	5.8	-1.2
73	CC[C@]12c3[nH]c4ccccc4c3CCN1C(=O)C(CC(=O)NC(C)(C)C)C[C@@H]2C(=O)N1CCN(C(=O)C2CC2)CC1 (stereo not given in full)	0.0	-2.5	0.0
74	CC(OC(=O)/C(C#N)=C/c1ccco1)C(=O)N(C)c1ccccc1 (stereo not given)	0.3	13.0	8.5
75	Cc1ccc(S(=O)(=O)N(C)C)cc1NC(=O)C(C)OC(=O)C1CCC1 (stereo not given)	0.3	0.7	-3.4
76	CC(=O)C[C@H](O)CC(=O)[C@@H]1OC(=O)CCCCCc2ccccc21	-0.3	1.7	13.6
77	Cc1ccc(C)c(OCCC(=O)OCC(=O)Nc2cc(S(=O)(=O)N3CCCCC3)ccc2C)c1	0.0	17.9	-8.8
78	O=C(COC(=O)c1cc(-c2ccccc2)nc2ccccc12)NC1CC1	0.2	-11.7	1.4
79	CCn1nc(C(=O)NNS(=O)(=O)c2cc(/C=C/C(=O)O)cc(OC)c2OC)c2ccccc2c1=O	0.0	1.4	-0.4
80	CCNC(=O)N(CC)C[C@H]1N[C@@](Cc2ccccc2)(C(=O)OC)[C@H]2C(=O)N(C)C(=O)[C@@H]12	0.0	17.1	14.2
81	CC(C)C(=O)Nc1cc(S(=O)(=O)N2CCOCC2)ccc1N1CCCCC1	0.0	6.8	-4.4
82	CN(C)S(=O)(=O)c1cc(NC(=O)COC(=O)c2nc(Cl)ccc2Cl)ccc1Cl	-0.3	10.7	8.8
83	CCN(C[C@H]1N[C@@](C)(C(=O)OC)[C@H]2C(=O)N(Cc3ccccc3)C(=O)[C@@H]12)C(=O)Nc1ccc(F)cc1	-0.2	9.2	47.8
84	C[C@@H]1CN([C@@H](C)CO)C(=O)Cc2cc(NS(=O)(=O)c3ccccc3)ccc2O[C@H]1CN(C)Cc1ccncc1	-0.3	23.1	-27.0
85	CC(NC(=O)COC(=O)CCC(=O)c1ccc(Cl)cc1)c1ccccc1 (stereo not given)	-0.1	-1.0	-1.4
86	CN(C)C(CNS(=O)(=O)c1cc([N+](=O)[O-])ccc1Cl)c1ccco1 (stereo not given)	-0.1	16.6	6.2
87	O=C(CC1SC(N2CCOCC2)=NC1=O)Nc1ccccc1F (stereo not given)	0.2	5.8	2.5
88	COc1cccc(OC)c1C(=O)OCc1c(-c2ccccc2)ncc2ccccc12	0.1	0.9	24.3
89	O=C(CCN=C1NS(=O)(=O)c2ccccc21)Nc1ccc(F)cc1Cl	0.0	5.4	-9.3
90	O=C1OC[C@H]2CCCN2C(=O)[C@@H](CC(=O)N(CCO)Cc2ccccc2)C/C=C\C[C@H]1Cc1ccc(F)cc1	0.7	53.6*	1.2
91	COc1ccc(C(=O)OCC(=O)c2c[nH]c3ccccc23)c(OC)c1	-0.1	11.0	-3.2
92	CC[C@]12c3[nH]c4ccccc4c3CCN1C(=O)C(CC(=O)NCCc1ccccn1)C[C@@H]2C(=O)N1CCN(C(=O)C2CC2)CC1 (stereo not given in full)	0.8	9.4	4.5
93	COC(=O)[C@H](Cc1ccccc1)NC(=O)Cn1cnc2c(OCc3ccccc3)ncnc21	-0.3	-4.7	-0.2
94	COc1ccc(S(=O)(=O)Nc2ccccc2C(=O)NN2CCOCC2)cc1OC	0.1	6.8	22.2
95	CCS(=O)c1ccccc1C(=O)OCC(=O)Nc1ccc2ccccc2c1 (stereo not given)	-0.2	11.6	-1.5

# Bioassay records from PubChem.
